Screens from PubChem BioAssay.
APE1 inh – inhibitors of human APE1 endonuclease; P27695; recombinant APE1, TAMRA/BHQ-2 abasic DNA cleavage fluorescence; AID 2517; 350,000 tested, 0.35% active; Potency, µM (top dose mostly 65.8 µM), for inactives: at the highest dose activity change, negative = inhibition, actives largely listed as inhibitors;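 also: potency is read from the fitted curve at half-maximal effect; plate controls were vehicle for no effect and reference inhibitor for full effect; nearly all actives have a fitted effect of over 55% in size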
Target sequence (P27695 whole entry, looked up): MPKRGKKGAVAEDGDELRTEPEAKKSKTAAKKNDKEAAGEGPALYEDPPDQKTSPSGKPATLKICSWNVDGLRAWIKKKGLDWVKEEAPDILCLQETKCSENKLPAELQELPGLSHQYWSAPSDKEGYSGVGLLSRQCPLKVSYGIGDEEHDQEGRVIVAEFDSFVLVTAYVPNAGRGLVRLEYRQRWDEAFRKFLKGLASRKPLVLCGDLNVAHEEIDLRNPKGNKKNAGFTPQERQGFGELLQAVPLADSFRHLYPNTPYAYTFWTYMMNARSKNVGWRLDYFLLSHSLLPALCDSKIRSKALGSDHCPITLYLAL
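Measures dequenching upon AP-site incision of a 5'-TAMRA/3'-BHQ-2 THF-containing duplex, 50 nM; human APE1 0.75 nM after 15 min room-temperature exposure to compound; kinetic three-point read at one-minute spacing.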
POLI inh – inhibitors of human DNA polymerase iota; Pol iota fluorescent replication assay, 10 min; Potency, µM (doses to about 115 µM), for the others: at the top dose activity, negative = inhibition, usual class: inhibitors; 390,000 tested, 1% active; AID 588590; also: potency is read from the fitted curve at half-maximal effect
Target sequence (Q9UNA4 whole entry, looked up): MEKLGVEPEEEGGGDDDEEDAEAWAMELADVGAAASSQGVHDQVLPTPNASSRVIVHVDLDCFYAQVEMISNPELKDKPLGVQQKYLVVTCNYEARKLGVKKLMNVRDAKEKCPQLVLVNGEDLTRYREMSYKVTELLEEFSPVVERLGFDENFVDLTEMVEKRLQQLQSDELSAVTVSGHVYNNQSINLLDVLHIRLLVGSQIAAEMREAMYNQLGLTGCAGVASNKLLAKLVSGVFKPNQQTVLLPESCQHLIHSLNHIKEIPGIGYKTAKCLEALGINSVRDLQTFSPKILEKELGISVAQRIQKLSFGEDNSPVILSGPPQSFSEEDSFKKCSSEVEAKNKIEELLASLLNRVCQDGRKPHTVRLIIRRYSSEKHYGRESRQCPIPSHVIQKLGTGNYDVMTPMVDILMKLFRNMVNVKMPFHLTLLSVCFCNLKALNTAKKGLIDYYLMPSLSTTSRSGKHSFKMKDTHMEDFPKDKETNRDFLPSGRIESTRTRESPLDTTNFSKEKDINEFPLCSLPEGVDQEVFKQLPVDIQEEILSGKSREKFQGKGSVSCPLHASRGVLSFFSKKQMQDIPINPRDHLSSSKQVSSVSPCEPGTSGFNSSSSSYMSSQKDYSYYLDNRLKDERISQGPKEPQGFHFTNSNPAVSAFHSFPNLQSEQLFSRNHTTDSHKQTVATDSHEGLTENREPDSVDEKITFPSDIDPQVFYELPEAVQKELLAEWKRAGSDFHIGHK
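Fluorescent replication assay read twice, at 0 min and 10 min after adding 50 nM (final) substrate. Enzyme (10 nM) and compounds were first incubated 15 min at room temperature; enzyme-free buffer wells were negative controls.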
BLM inh – inhibitors of human Bloom syndrome helicase BLM | recombinant BLM DNA unwinding, fluorescence dequenching | Potency, µM (highest dose often 56.1 µM), inactives show at the top dose activity change, negative = inhibition, usual class: inhibitors | 350,000 tested, 0.2% active;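 also: potency is read from the fitted curve at half-maximal effect; plate controls were vehicle for no effect and no enzyme for full effect; nearly all actives have a fitted effect of over 35% in size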
TRHR ag – TRH receptor (human) agonism | TRHR cells, calcium flux fluo-8, FDSS agonist mode | activation, % at 2 µM | 360,000 tested, 0.18% active; in the data active = activation above about 30%; also: 0% is about no effect
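Steps: seed TRHR cells overnight; add fluo-8 no-wash Ca dye, RT 30 min–1.5 h; record 10 s baseline; pin-transfer compounds; monitor fluorescence 1 cycle/s for the agonist window. Calcium increases flag candidate agonists.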
POLK inh – DNA polymerase kappa (human) inhibition. purified Pol kappa, fluorescent DNA synthesis assay, 10 min. 400,000 tested, 0.53% active. Q9UBT6. Potency, µM (highest dose often 107 µM), without a hit: at the highest dose activity, negative = inhibition, actives largely listed as inhibitors; also: potency is read from the fitted curve at half-maximal effect; % is scaled to controls: 0 for no effect and ±100 for the full control effect
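Inhibition of 10 nM Pol kappa is measured by a fluorescent read-out at 0 and 10 min following addition of 50 nM substrate (final), with a 15-min room-temperature compound preincubation.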
ERG-DNA inh – blocks human ERG Ets domain binding to DNA | fluorescence polarization, His-ERG Ets domain / labelled DNA | Potency, µM (series often up to 76.9 µM), without a hit: top-dose FP activity, negative = inhibition, most hits filed as inhibitors | 370,000 tested, 0.028% active | AID 624246; active = well fitted inhibition curve with a large enough effect in the polarisation, with a control signal flat; inconclusive = small, poorly fitted or top-dose-only effect, or effect the other way, or a change in a side signal; inactive = no such curve, though single readings can be large or run the other way; the % refers to the polarisation;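 also: polarization taken with two DNA probes labelled with fluorescein and Texas red; potency is read from the fitted curve at half-maximal effect; % of control where 0% means no effect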
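His-tagged ERG Ets domain (1 uM in the protein solution; 300mM KCl, 50mM Tris-HCl, 1mM EDTA, 1mM DTT, pH 7.5) received compound, then a probe mix of 5 nM fluorescein-DNA and 100nM Texas-615-DNA. Fluorescence polarization was read for both dyes.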
ALOX12 inh – blocks human arachidonate 12S-lipoxygenase. P18054. purified 12hLO, xylenol orange hydroperoxide absorbance. Potency, µM (series often up to 108 µM), for the others: at the top dose activity change, negative = inhibition, usual class: inhibitors. 580,000 tested, 1.1% active; also: potency is read from the fitted curve at half-maximal effect; % is scaled to controls: 0 for no effect and ±100 for the full control effect
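Purified human 12hLO (150 nM final) in 25 mM Hepes, 0.01% Triton X-100, pH 7.0 was preincubated 15 min at room temperature with compound. Then 40 uM arachidonic acid was added, 30 min. Hydroperoxide was read by Fe-XO absorbance ratio 573/405 nm.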
Pol beta inh – blocks human DNA polymerase beta activity; P06746; Pol beta primer extension/strand displacement, fluorescence kinetic; Potency, µM (top dose mostly 114 µM), for the others: at the top dose activity change, negative = inhibition, most hits filed as inhibitors; 340,000 tested, 1.3% active; AID 485314; also: potency is read from the fitted curve at half-maximal effect; % is scaled to controls: 0 for no effect and ±100 for the full control effect
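Values derive from four-parameter Hill fits of normalized kinetic data: reads at 0 and 10 min following addition of 50 nM substrate to 10 nM Pol beta preincubated 15 min with compound.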
Apoferritin bind – binds horse apoferritin like a general anesthetic. P02791. apoferritin/1-aminoanthracene competitive binding, fluorescence. Potency, µM (highest dose often 77.5 µM), inactives show top-dose activity change, negative = displacement, actives largely listed as inhibitors. 350,000 tested, 0.074% active; also: potency is read from the fitted curve at half-maximal effect; % is scaled to controls: 0 for no effect and ±100 for the full control effect; nearly all actives have a fitted effect of over 20% in size
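Read-out: endpoint 1-AMA fluorescence, excitation 380 nm and emission 535 nm, after compounds sit 10 min at room temperature with 10 uM horse-spleen apoferritin in 50% saturated 1-AMA/PBS. Values come from four-parameter Hill fits.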
Numbers without * were called inactive; ? = inconclusive; nt = not tested or not shown; & = joins results of further samples; [ ] = dose if it differs, or a comment. Unless noted, calls follow the shape of the dose curve; as a rule, active = well fitted curve in the direction sought with a large enough effect; inconclusive = small, poorly fitted or top-dose-only effect, or another doubt; inactive = no such curve, though single readings can be large; an effect the other way counts as inactive or inconclusive. This is a subset; rates above refer to the full screens.

canonical_smiles,APE1 inh,POLI inh,BLM inh,TRHR ag,POLK inh,ERG-DNA inh,ALOX12 inh,Pol beta inh,Apoferritin bind
CCCN1CCN(CCCNC(=O)C(CC)n2nc(C)n3c(cc4occc43)c2=O)CC1 (centres undefined),15%,23%&17%,1%&4%,-0.3&-0.6,-4%&-19%,-2%&-6%,13%&-18%,14%&0%,-3%&4%
O=C(c1ccccc1Oc1ccc(C(F)(F)F)cc1[N+](=O)[O-])N1CCOCC1,-2%,18%,5%,0.1,-10%[60.1 µM],5%,5%,36%,-13%
COc1ccccc1C(=O)Nc1nc2ccccc2s1,-9%,?,-1%,-1.3,14%,-7%,-3%,-27%,-14%
N#Cc1cc2c(nc1SCC(O)CS(=O)(=O)Cc1ccccc1)CCCC2 (centres undefined),-2%,-2%,-3%,-0.6,-6%,nt,9%,1%,-6%
CCOC(=O)CSc1nc2c([nH]c3ccccc32)c(=O)n1-c1ccc(OCC)cc1,nt,-18%,2%,0.4,-2%[60.1 µM],7%,-16%,23%,-2%
O=C(NC(=S)Nc1ccccc1[N+](=O)[O-])c1ccccc1,6%,-20%[58.9 µM],-3%,0.1,1%,-7%,?,-1%,1%
CC(C)CC1NC2(C(=O)N(C)c3ccccc32)C2C(=O)N(C(C)C)C(=O)C12 (centres undefined),-5%,13%,-2%,0.8,5%,10%,?,-3%,6%
Cc1ccc(C)c(C(=O)CCC(=O)N2CCN(c3cccc(C(F)(F)F)c3)CC2)c1,6%,-1%,nt,0.3,9%,-3%,3%,nt,nt
CC(=O)NCCOc1nc(N(C)C)nc(N2CCOCC2)n1,-5%,31%[activator],-9%,0.5,-4%,-8%,-11%,1%,3%
Cn1nccc1C(=O)NCc1ccc2c(c1)CCN2C(=O)c1ccccc1,nt,39%[activator],2%,-0.2,-7%[60.1 µM],-1%,3%,2%,2%
C=CCn1c(SCc2ccccc2F)nc2cc(C(=O)O)ccc2c1=O,13%,22%,-1%,-0.1,-9%,-7%,-11%,-1%,-11%
C/C(=N\NC(=O)CC(C)C)c1ccc(Cl)c(Cl)c1,11%,-7%,-4%,0.1,-8%,-10%,-4%[57.4 µM],53%,-22%
Cc1cc(=O)[nH]c(-c2ccccc2)n1,2%,4%,3%,0.2,-1%,-1%,0%,-1%,-6%
CS(=O)(=O)Cc1cc(N2CCCC2)nc(-c2ccccc2)n1,-8%,104%[activator],0%,0.6,-1%,7%,2%,?,-3%
COc1ccc(C(=O)/C=C/Nc2cc(C)on2)c(OC)c1,-3%,19%,-1%,0.0,1%,-3%,-44%,3%,-17%
Cc1ccc(C(=O)CSc2nc(-c3ccccc3)nc3c2CCCC3)cc1,nt,-6%,-6%,0.5,-5%,12%,6%,14%,1%
CSc1sc(C(=O)NNC(=O)c2ccc(Cl)cc2)c2c1C=CCC2,-1%,57%[activator],-11%,0.0,2%,-7%,17%,3%,1%
Cc1ccc2nc(-c3ccncc3)cc(C(=O)Nc3ccc(F)cc3C)c2c1,3%,23%,-3%,-0.5,-13%,-4%,?,43%,-2%
Cc1c(C2(O)CCCCC2)[nH]c2cnccc12,55%[activator],38%[activator],nt,0.4,8%,-3%,-17%,nt,nt
CC(NC(=O)C(NS(=O)(=O)c1cccc2nsnc12)C(C)C)c1ccccc1 (centres undefined),15%,5%,1%,-0.9,-2%,-2%,nt,34%,-16%

Looked up by compound from above:
canonical_smiles,APE1 inh,POLI inh,BLM inh,TRHR ag,POLK inh,ERG-DNA inh,ALOX12 inh,Pol beta inh,Apoferritin bind
Cc1ccc(C(=O)CSc2nc(-c3ccccc3)nc3c2CCCC3)cc1,nt,-6%,-6%,0.5,-5%,12%,6%,14%,1%
N#Cc1cc2c(nc1SCC(O)CS(=O)(=O)Cc1ccccc1)CCCC2 (centres undefined),-2%,-2%,-3%,-0.6,-6%,nt,9%,1%,-6%

Next compounds
canonical_smiles,APE1 inh,POLI inh,BLM inh,TRHR ag,POLK inh,ERG-DNA inh,ALOX12 inh,Pol beta inh,Apoferritin bind
Cc1c(CC(=O)O)c(=O)oc2cc(OCc3ccc(F)cc3Cl)ccc12,60%[activator],11%,-3%,-1.2,1%[60.1 µM],7%,0%,?,-2%
Cc1ccc(C(=O)c2ccccc2C(=O)Nc2ccccc2)cc1,-5%,26%,nt,-0.3,11%,-7%,12%,nt,nt
CCCSCCCNC(=O)CC1Oc2ccccc2NC1=O (centres undefined),2%,15%,0%,-0.1,-2%,-9%,5%,15%,-15%
COc1cccc(-c2nc(N(C)C)c3ccccc3n2)c1,-7%,nt,-3%,nt,0%[60.1 µM],nt,?,nt,nt
COc1ccccc1/C=N\N=C(\N)c1ccccn1,1%,15%,2%,-0.9,-5%,1%,1%,14%,-11%
O=C1c2cccnc2C(=O)N1c1cccc([N+](=O)[O-])c1,21%,?,-2%,0.6,-13%,-5%,0%,38%,-4%
CN1CCN(S(=O)(=O)c2ccc(NC(=O)c3cccs3)cc2)CC1,3%,2%,-5%,-0.3,-4%,6%,441%[activator],22%,-14%
Cc1ccc(C)n1-c1ccc(N2CCOCC2)c(Br)c1,1%,-18%,-1%,0.2,-9%,14%,-8%,11%,-18%
Cc1cc(C)c(S(=O)(=O)N2CCCCC2C(=O)O)c(C)c1 (centres undefined),1%,-5%,-1%,-0.4,3%,-7%,12%,30%,-2%
CCOC(=O)C1=C(c2ccccc2)NC(=O)N(C(C)=O)C1c1cccc([N+](=O)[O-])c1 (centres undefined),-2%,?,-11%,-0.2,1%,8%,-16%,-8%,-15%
CC1CC(C)(C)CC2(C1)NC(=O)N(CC(=O)OCc1ccc(Br)cc1)C2=O (centres undefined),11%,-7%,nt,0.0,-15%,25%,-8%,nt,nt
O=c1c2cc(N3CCOCC3)ccc2[nH]c(=S)n1Cc1cccc(Cl)c1,-3%,-6%,-1%,0.1,6%,8%,0%,8%,-5%
COC(=O)c1ccc(NC(=O)CSc2nnc(-c3ccncc3)n2C)cc1,2%,11%,1%,-0.3,-9%,-1%,-22%,31%,-13%
O=C(Cn1c(=O)n(Cc2ccc(C(=O)NCc3ccc4c(c3)OCO4)cc2)c(=O)c2ccccc21)Nc1ccccc1F,nt,-9%,-6%,2.3,5%,9%,-2%,1%,3%
COc1ccc(NC(=O)CN(Cc2ccccc2)Cc2ccccc2)cc1S(N)(=O)=O,-1%,4%,-4%,0.0,-13%,7%,4%,2%,-3%
COCCn1c(SCc2c(F)cccc2Cl)nc2c1c(=O)[nH]c(=O)n2C,3%,7%,2%,-0.6,-18%,-9%,?,-25%,-2%
CC(C)C(=O)N1CCN(S(=O)(=O)c2ccc3ccccc3c2)CC1,23%[12.4 µM],9%,-1%,0.3,8%,6%,-3%,-1%,-8%
COc1ccccc1CNc1ccnc(-c2ccccc2Cl)n1,-5%,nt,2%,nt,-2%[60.1 µM],nt,?,nt,nt
CCCN(CCC)S(=O)(=O)c1cc(CN2C(=O)c3cccnc3C2=O)ccc1OC,-10%,9%,-2%,-0.4,-8%[60.1 µM],-5%,?,1%,-5%
COC(=O)[C@@H]1[C@H]2C[C@H]3c4[nH]c5ccccc5c4CCN3C[C@H]2CC[C@@H]1O,2%&0%,nt,nt,nt,-1%&3%[19.4 µM],nt,-5%,nt,0%&2%

Continued:
canonical_smiles,APE1 inh,POLI inh,BLM inh,TRHR ag,POLK inh,ERG-DNA inh,ALOX12 inh,Pol beta inh,Apoferritin bind
COc1ccc(-c2cc(C(=O)OCC(=O)NC(C)C)c3ccccc3n2)cc1,2%,-5%,0%,-0.3,-10%,14%,12%,72%,-5%
COc1ccc(CNC(=O)C2CCN(S(=O)(=O)c3cccc4nonc34)CC2)cc1OC,nt,48%[activator],0%,0.1,-4%[60.1 µM],-3%,-21%,20%,2%
CCOC(=O)/C(C#N)=C/NC(=O)NC(C)(C)C,-1%,32%[activator],-1%,0.3,-9%,nt,-4%[57.4 µM],16%,-6%
COC(=O)CN1C(=O)[C@H]2[C@@H](c3ccc(C)o3)N3C(=O)CN(Cc4ccc(-c5ccccc5)cc4)C(=O)[C@@]3(C)[C@H]2C1=O,-8%,-15%,-1%,-0.3,6%,17%,?,35%,-20%
CCNS(=O)(=O)c1ccc(NC(=O)Cn2nc(C(F)(F)F)cc2C)cc1,-4%,8%,-2%,0.8,5%,-3%,-6%,-3%,-8%
CC(=O)N1CCC(N(Cc2ccc(C)o2)C(=O)Nc2cccc(C(F)(F)F)c2)CC1,nt,18%,-2%,-0.6,-3%,4%,-12%,13%,-3%
COc1ccc(/C=C/C(=O)OCC(=O)NC2CCS(=O)(=O)C2)cc1 (centres undefined),17%,2%,nt,0.3,9%,-10%,391%[activator],nt,nt
Cc1cc(C)cc(NC(=O)COC(=O)c2ccc(CN3CCCC3=O)cc2)c1,3%,24%,nt,-0.1,-11%,5%,1%,nt,nt
O=C(CSc1nnc(-c2ccncc2)n1-c1ccccc1)Nc1ccc(Br)cc1,nt,-12%,0%,0.6,-12%[60.1 µM],2%,-7%,10%,1%
COc1ccc(/C=N/Nc2snc(SC)c2C#N)cc1OC,7%,?,-10%,0.3,-22%,1%,217%[activator],?,-22%
O=C(Cn1nnc2c(cnn2-c2ccccc2)c1=O)N1CCN(c2ccccc2F)CC1,11%,3%,-5%,0.4,-20%,-4%,-23%,5%,?
COc1ccc(N2C(=O)CSC23C(=O)Nc2ccccc23)cc1 (centres undefined),5%,?,-2%,-1.3,-1%,2%,0%[57.4 µM],-3%,-20%
Cc1ccccc1CSc1n[nH]c(NS(=O)(=O)c2ccccc2)n1,?,-2%,-9%,-1.4,2%,22%,0%,-25%,-9%
CCCCNC(=O)CC1N=C2c3ccccc3N=C(SCC(=O)Nc3ccc(OC)cc3)N2C1=O (centres undefined),-6%,2%,1%,-0.3,-14%,-12%,0%,1%,?
O=C(O)CCC(=O)Nc1ccc2c(c1)Cc1cc(NC(=O)CCC(=O)O)ccc1-2,-35%,-10%,-1%,0.8,1%,-6%,4%,45µM*,12%
